Pol eta inh: qHTS for Inhibitors of Polymerase Eta. recombinant Pol eta, fluorescent DNA replication assay. Potency, µM (titrated, usually from 114 µM), inactives show at the highest dose activity change, negative = inhibition, most hits filed as inhibitors. 1.2% of 390,000 active; also: potency is read from the fitted curve at half-maximal effect; % is scaled to controls: 0 for no effect and ±100 for the full control effect
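Pol eta at 10 nM preincubated with compounds 15 min at room temperature; reaction started with fluorescent substrate (50 nM final) and read kinetically at 0 and 10 min.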
Anesthetic bind: qHTS Assay for Identification of Novel General Anesthetics; Ferritin light chain (Equus caballus), P02791; apoferritin/1-aminoanthracene competitive binding, fluorescence; Potency, µM (titrated, usually from 77.5 µM), without a hit: at the top dose activity change, negative = displacement, usual class: inhibitors; 0.074% of 350,000 active; AID 485281, 2010; also: potency is read from the fitted curve at half-maximal effect; % is scaled to controls: 0 for no effect and ±100 for the full control effect; nearly all actives have a fitted effect of over 20% in size
Target sequence (P02791 2-175 limits assumed): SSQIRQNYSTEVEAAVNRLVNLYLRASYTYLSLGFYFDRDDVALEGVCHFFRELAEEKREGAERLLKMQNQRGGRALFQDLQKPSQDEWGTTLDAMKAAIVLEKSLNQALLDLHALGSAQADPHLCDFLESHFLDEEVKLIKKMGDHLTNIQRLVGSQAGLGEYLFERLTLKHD
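In PBS, apoferritin at 10 uM is loaded with 1-AMA from a 50% saturated solution. After 10 min of compound exposure at ambient temperature, reduced 535 nm fluorescence indicates probe displacement.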
POLK inh: qHTS for Inhibitors of Polymerase Kappa; AID 588579, 2011; DNA polymerase kappa (Homo sapiens), Q9UBT6; purified Pol kappa, fluorescent DNA synthesis assay, 10 min; 0.53% of 400,000 active; Potency, µM (series often up to 107 µM), without a hit: top-dose activity, negative = inhibition, most hits filed as inhibitors; also: potency is read from the fitted curve at half-maximal effect; % is scaled to controls: 0 for no effect and ±100 for the full control effect
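10 nM Pol kappa was preincubated with compounds for 15 min at room temperature. Reaction started with 50 nM (final) substrate. Fluorescence read kinetically at 0 and 10 min.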
ALOX12 inh: Primary qHTS assay for inhibitors of human arachidonate 12S-lipoxygenase (ALOX12): Round 2; Potency, µM (series often up to 108 µM), for inactives: at the highest dose activity change, negative = inhibition, usual class: inhibitors; 1.1% of 580,000 active; purified 12hLO, xylenol orange hydroperoxide absorbance; Polyunsaturated fatty acid lipoxygenase ALOX12 (Homo sapiens), P18054; also: potency is read from the fitted curve at half-maximal effect; % is scaled to controls: 0 for no effect and ±100 for the full control effect
Target sequence (P18054 whole entry, looked up): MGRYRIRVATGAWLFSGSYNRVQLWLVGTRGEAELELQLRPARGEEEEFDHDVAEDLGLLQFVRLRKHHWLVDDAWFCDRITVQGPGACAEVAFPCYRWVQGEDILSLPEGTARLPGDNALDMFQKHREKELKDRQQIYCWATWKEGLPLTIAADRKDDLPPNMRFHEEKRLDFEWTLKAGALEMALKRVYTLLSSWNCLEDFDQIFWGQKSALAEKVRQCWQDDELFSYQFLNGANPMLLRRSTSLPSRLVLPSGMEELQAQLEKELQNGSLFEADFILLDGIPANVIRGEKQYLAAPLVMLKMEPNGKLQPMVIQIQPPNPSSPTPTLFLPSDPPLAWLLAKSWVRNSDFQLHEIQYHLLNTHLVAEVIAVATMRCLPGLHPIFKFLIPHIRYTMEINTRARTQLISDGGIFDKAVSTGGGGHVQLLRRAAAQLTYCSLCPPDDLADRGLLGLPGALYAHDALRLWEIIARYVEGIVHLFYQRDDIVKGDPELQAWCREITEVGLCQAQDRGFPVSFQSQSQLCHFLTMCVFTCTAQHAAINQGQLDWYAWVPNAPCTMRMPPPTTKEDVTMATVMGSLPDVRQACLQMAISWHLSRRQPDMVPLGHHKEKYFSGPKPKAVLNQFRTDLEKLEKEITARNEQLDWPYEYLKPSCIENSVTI
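Hydroperoxide product was detected by ferrous iron/xylenol orange as the 573 to 405 nm absorbance ratio. Arachidonic acid at 40 uM (final) was turned over for 30 min at room temperature by 150 nM human 12hLO, pH 7.0 Hepes buffer, after 15 min compound preincubation.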
LDHA inh: qHTS assay for inhibitors of human lactate dehydrogenase. 0.15% of 480,000 active. purified LDHA, NADH/diaphorase-resazurin fluorescence; stronger effect = lower value. activity change, % (values are at about 110 or 230 µM); in the data active = activity change below about -30%; inconclusive = mostly about -25% to -30%;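 also: plate controls were DMSO wells for no effect and wells without enzyme for full effect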
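Human LDH5 at 2 nM final in Tris HCl pH 7.4 with 0.06 mM NADH and 0.2 mM pyruvate, reacted 5 minutes at room temperature. Remaining NADH coupled via diaphorase/resazurin; resorufin fluorescence read at 0 and 20 minutes, normalized to enzyme-free and DMSO wells.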
APEX1 inh: qHTS Assay for Inhibitors of the Human Apurinic/apyrimidinic Endonuclease 1 (APE1). 0.35% of 350,000 active. DNA repair nuclease/redox regulator APEX1 (Homo sapiens), P27695. AID 2517, 2012. recombinant APE1, TAMRA/BHQ-2 abasic DNA cleavage fluorescence. Potency, µM (titrated, usually from 65.8 µM), for the others: at the highest dose activity change, negative = inhibition, hits mostly inhibitors;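 also: potency is read from the fitted curve at half-maximal effect; plate controls were vehicle for no effect and reference inhibitor for full effect; nearly all actives have a fitted effect of over 55% in size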
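Quantitative HTS: incision of a TAMRA/BHQ-2 double-stranded substrate bearing a tetrahydrofuran abasic site by 0.75 nM APE1 raises fluorescence. Substrate 50 nM final, added after 15 min compound preincubation at room temperature; progress as third-minus-first kinetic read difference.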
POLB inh: qHTS Assay for Inhibitors of DNA Polymerase Beta; P06746; Potency, µM (doses to about 114 µM), for inactives: at the highest dose activity change, negative = inhibition, actives largely listed as inhibitors; Pol beta primer extension/strand displacement, fluorescence kinetic; 1.3% of 340,000 active; also: potency is read from the fitted curve at half-maximal effect; % is scaled to controls: 0 for no effect and ±100 for the full control effect
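Reaction started by 50 nM substrate onto compound-treated Pol beta (10 nM, 15 min preincubation, room temperature); plates read at 0 min and 10 min. Normalized concentration-effect data fitted by four-parameter Hill equation.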
RGS4 inh: Inhibitors of Regulator of G Protein Signaling (RGS) 4: qHTS; Transcreener GDP fluorescence polarization, RGS4-accelerated GTP hydrolysis; Potency, µM (top dose mostly 114 µM), for the others: at the top dose activity change, negative = inhibition, actives largely listed as inhibitors; 0.039% of 390,000 active; also: potency is read from the fitted curve at half-maximal effect; % is scaled to controls: 0 for no effect and ±100 for the full control effect; nearly all actives have a fitted effect of over 75% in size; some results filed as inactive show a strong effect at the top dose
Target sequence (P49798 whole entry, looked up): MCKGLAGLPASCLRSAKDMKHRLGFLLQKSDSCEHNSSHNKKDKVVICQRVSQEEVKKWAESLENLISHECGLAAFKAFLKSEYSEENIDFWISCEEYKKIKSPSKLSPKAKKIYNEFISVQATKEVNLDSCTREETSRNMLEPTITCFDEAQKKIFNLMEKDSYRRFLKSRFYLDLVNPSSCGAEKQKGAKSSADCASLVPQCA
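MLSMR compounds (23 nl, pin-transferred) preincubated 10 min at room temperature with a 500nM (2x) first reagent, then RGS4 at 900nM (2x) plus Transcreener GDP mix added; fluorescence polarization (620/688 nm) read before and after 90 min at 30 °C.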
ERG-DNA inh: qHTS for Small Molecule Inhibitors of the ERG Ets/DNA interaction. Potency, µM (series often up to 76.9 µM), without a hit: top-dose FP activity, negative = inhibition, actives largely listed as inhibitors. Transcriptional regulator ERG (Homo sapiens), P11308. 0.028% of 370,000 active. fluorescence polarization, His-ERG Ets domain / labelled DNA; active = well fitted inhibition curve with a large enough effect in the polarisation, with a control signal flat; inconclusive = small, poorly fitted or top-dose-only effect, or effect the other way, or a change in a side signal; inactive = no such curve, though single readings can be large or run the other way; the % refers to the polarisation;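 also: polarization taken with two DNA probes labelled with fluorescein and Texas red; potency is read from the fitted curve at half-maximal effect; % of control where 0% means no effect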
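His-tagged ERG Ets domain (1 uM in the protein solution; 300mM KCl, 50mM Tris-HCl, 1mM EDTA, 1mM DTT, pH 7.5) received compound, then a probe mix of 5 nM fluorescein-DNA and 100nM Texas-615-DNA. Fluorescence polarization was read for both dyes.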
* marks the source's active call; other numbers are inactive results; u = inconclusive; x = no result given; & = joins results of further samples; [ ] = remark or other dose. Unless noted, calls follow the shape of the dose curve; as a rule, active = well fitted curve in the direction sought with a large enough effect; inconclusive = small, poorly fitted or top-dose-only effect, or another doubt; inactive = no such curve, though single readings can be large; an effect the other way counts as inactive or inconclusive.

Values run as follows: Pol eta inh | Anesthetic bind | POLK inh | ALOX12 inh | LDHA inh | APEX1 inh | POLB inh | RGS4 inh | ERG-DNA inh
CCOc1ccc(C2CC(c3ccc(CC)cc3)n3nc(N)nc3N2)cc1 (centres undefined)
    -14% | -9% | -16% | 159%[activator] | -2 | 4% | -1% | -41% | -1%
Cc1ccc(-c2nc(CS(=O)CC(=O)NCCCc3ccccc3)c(C)o2)cc1 (centres undefined)
    -16% | -5% | 2% | u | -1 | 48%[activator] | -26% | -26% | -7%
Cc1ccc(C(O)(C(=O)NNc2ccc3ccccc3n2)c2ccc(C)cc2)cc1
    -18%&-19% | -8%&-9% | -9%&-12% | -7%&14% | -11&-5 | -9%&5% | 8%&-5% | -5%&5% | -2%&1%
COc1ccc(NC(=O)CSc2nnc(Cc3ccc(C)cc3)c(=O)n2N)cc1
    -7% | x | 3% | 0% | 0 | 3% | x | -19% | 16%
CC(=O)N1c2ccc(S(=O)(=O)NCCc3ccc(S(N)(=O)=O)cc3)cc2CC1C (centres undefined)
    -1% | -5% | 7% | 2% | 1 | -17% | -2% | 8% | -16%
CC(C)C(NS(=O)(=O)c1ccccc1)C(=O)N1CCCCCC1 (centres undefined)
    -9% | -6% | -1% | 8% | -8 | 30% | 1% | -16% | -4%
CCCC(=O)Nc1nnc(SCc2cc(=O)n3ccccc3n2)s1
    11% | -17% | -4%[60.1 µM] | -7% | -4 | x | 0% | -14% | 3%
CCCNC(=O)NC(=O)c1cnccc1C(F)(F)F
    -8% | 1% | 7% | u | -4 | 2% | 33% | -9% | -7%
COc1cc(/C=N/N=C2/SCC(=O)N2c2ccc(O)cc2)ccc1O
    -2% | 2% | -8% | 2% | -6 | 8% | 1% | u | 6%
CC1=C(c2ccc(C(C)C)cc2)S(=O)(=O)N=C1N1CCC(C(=O)Nc2ccc(C)cc2)CC1
    x | -17% | -7% | -27% | -1 | x | u | -29% | 2%
O=C1OCCC1Sc1nnc(-c2ccccc2)o1 (centres undefined)
    7% | 0% | -8% | 0% | -2 | 1% | -2% | 22% | 7%
CCN(CC)Cc1cc(C(C)=O)ccc1O
    -8% | -4% | 4% | 0% | -4 | u | u | -13% | -14%
CCOc1ccc(-c2c(C)nn3c(C)c(C(=O)Nc4cccc(Cl)c4C)cnc23)cc1OCC
    x | -9% | -11% | -15% | 0 | x | 0% | -28% | 1%
COc1ccccc1C/C(N)=N/OC(=O)COc1cccc(C)c1
    -18% | -16% | -9% | 12% | -6 | 0% | 4% | 18% | x
CC(C)(C)C(=O)Nc1nnc2n1CCS2
    -20% | -3% | -2%[60.1 µM] | 0% | 0 | x | -1% | -47% | 2%

(next part)
Values run as follows: Pol eta inh | Anesthetic bind | POLK inh | ALOX12 inh | LDHA inh | APEX1 inh | POLB inh | RGS4 inh | ERG-DNA inh
CCN1CCN(Cc2ccc(NC(=O)c3cc(NC(=O)N4CCNC4=O)cc(OC)c3)cc2C(F)(F)F)CC1
    -1%&-14% | 5% | 4% | u | 0&-2 | 4% | 4% | -9% | -12%
COC(=O)c1c(NC(=S)NN2CCN(C)CC2)sc2c1CCC(C)C2 (centres undefined)
    -5% | -14% | -16% | -23% | -5 | -3% | 0% | 19% | -3%
COc1ccc(Cc2nnc(-c3ccccc3)o2)cc1
    -10% | -7% | -8% | 1% | 0 | 2% | 19% | 18% | 1%
Cc1ccc(NC(=O)CCN2CCN(C/C=C/c3ccccc3)CC2)cc1C
    -14% | -21% | -21% | u | 2 | 0% | -4% | 4% | 1%
COc1ccc(NC2=CC(=O)N(C)C2=O)cc1
    -6% | 2% | -13% | u | 19 | -2% | 14% | -33% | 4%
c1cncc(C(c2nnnn2C2CCCC2)N2CCCC2)c1 (centres undefined)
    -3% | -12% | -6% | 4% | -1 | -3% | 12% | 13% | x
O=C(Nc1cc(C(F)(F)F)ccc1N1CCOCC1)c1ccc(F)cc1
    -7% | 1% | -15% | 236%[activator] | -5 | -8% | 5% | -15% | -4%
CCCN(CCC)C(=O)Cc1coc2ccc3ccccc3c12
    -13% | u | 2% | -8% | 2 | -4% | 1% | -9% | -1%
COc1cccc(CN2CCCC(C(=O)Nc3ccc(-c4cscn4)cc3)C2)c1 (centres undefined)
    -8% | -3% | -20% | 224%[activator] | -4 | -7% | -14% | 15% | 5%
COc1ccc(-c2csc3nc(-c4ccc(Cl)cc4)oc(=O)c23)cc1
    -8% | -1% | -2% | -23% | 1 | x | -14% | -18% | -10%
O=C(c1cc(-c2ccco2)nc2ccccc12)N(Cc1nnc(-c2ccc(Cl)cc2)o1)C1CC1
    3% | x | -14% | u | -5 | -25% | x | -2% | 7%
CCOC(=O)C1CCCN(Cc2nc(CC3CC3)no2)C1 (centres undefined)
    4% | -1% | -13% | -16% | -6 | -7% | 2% | 12% | 1%
CCOC(=O)c1sc(N)c(C#N)c1CSc1nc2ccc(C)cc2[nH]1
    -4% | -23% | -15% | u | -7 | 6% | 5% | -4% | 0%
O=C(CCCC(=O)N(c1cccc(F)c1)C(C(=O)NC1CCCC1)c1ccc(O)cc1)Nc1ccccn1 (centres undefined)
    -22% | -8% | -8% | -28% | -7 | 52%[activator] | -2% | -45% | -5%
O=C(CCC(=O)N(CC(=O)NC1CCCCC1)c1ccc(F)cc1)Nc1nccs1
    -7% | 3% | -3% | 12% | -3 | 8%[12.4 µM] | 18% | -3% | 8%

(listing goes on)
Values run as follows: Pol eta inh | Anesthetic bind | POLK inh | ALOX12 inh | LDHA inh | APEX1 inh | POLB inh | RGS4 inh | ERG-DNA inh
CC1=Nn2c(nc(-c3ccccc3)c2-c2ccccc2)N(CC(N)=O)C(=O)C1
    -21% | -3% | -12% | 93%[activator] | -11 | 19% | 9% | -23% | 2%
CCC1CN(C(=O)NCc2ccc(C)cc2)c2ccccc2O1 (centres undefined)
    -11%&-17% | u | -7%&-18% | -5%&-12% | 3&-1 | -10% | 23%&1% | 13%&15% | -6%&-9%
CCCCCCCC1CC(=O)C=C(C)C1C(=O)OCC (centres undefined)
    u | 1% | -11% | 0% | -4 | 16% | 36%[activator] | 2% | -2%
CCCn1c(N)c(C(=O)CSc2nnc(-c3cccnc3)n2-c2ccc(C)cc2C)c(=O)[nH]c1=O
    u | 7% | -17% | u | 8 | -1% | -1% | -14% | x
COc1ccc(S(=O)(=O)N(CC(=O)NCc2ccco2)c2ccccc2OC)cc1
    u | -8% | u | 33%[activator] | -8 | -1% | u | -10% | -9%
CC(C)C(NS(=O)(=O)c1ccc2c(c1)oc(=O)n2C)C(=O)NCCc1ccccc1 (centres undefined)
    -3% | 1% | -23% | -1% | 1 | x | 3% | -4% | 8%
CN(CC(=O)Nc1cccc(F)c1)C(=O)c1ccc(N2CCCC2)c([N+](=O)[O-])c1
    -20% | x | 4% | 0% | -1 | 32% | x | -1% | 6%
O=C(CCCc1c[nH]c2ccccc12)Nc1ccc2ccccc2c1
    -20% | -11% | -23% | u | -4&3 | -2% | 11% | -3% | -5%
Cc1ccc(C)c(S(=O)(=O)NCc2ccc3c(c2)OCO3)c1
    12% | -14% | -1% | u | -4 | -14% | u | 4% | 7%
O=C(CN1C(=O)C2C3C=CC(C3)C2C1=O)Nc1nc2ccccc2[nH]1 (centres undefined)
    -7% | -10% | -6% | 5% | -6 | 6% | 1% | -1% | -9%
O=C(O)COc1ccc(/C=N/NC(=O)c2cccc3ccccc23)cc1
    -15% | 4% | 5% | 35%[activator] | -2 | 1% | 10% | 2% | 15%
CN(Cc1nc2ccccc2s1)C(=O)c1ccc(F)cc1
    -1% | 4% | -1% | -14% | 1 | 19% | 17% | -5% | 11%
Cc1ccc([N+](=O)[O-])cc1S(=O)(=O)Nc1ccc(-c2ccc(N3CCCC3)nn2)cc1
    u | x | -5% | -3% | -3 | 14% | x | -32% | -4%
CCn1c(=O)cc(OCC(=O)N(C)c2ccccc2F)c2ccccc21
    -1% | -8% | 11% | -5% | 0 | -2% | 6% | 3% | -19%
COC(=O)c1ccc(Cc2ccc(C(=O)OC)o2)o1
    -12% | -11% | -3% | 4% | 1 | 1% | 51% | -1% | x
Cc1ccc2c(c1)c1ncnc(N3CCc4ccccc4C3)c1n2C
    -6% | 199%[activator] | -7% | u | -2 | -7% | 5% | 24% | -16%
CC1CCN(S(=O)(=O)N2CCC(C(=O)NCCc3ccccc3)CC2)CC1
    -5% | 1% | 17% | -1% | -3 | 93%[activator] | -2% | -18% | 7%

High-throughput results as filed in PubChem.

A portion of the library, so the mix of outcomes need not match the whole.
